Hep lipid drop: modulators of hepatic lipid droplet formation. AML12 mouse hepatocytes, oleate lipid droplets, BODIPY imaging. inhibition, % at 6.5 µM. hit rate 0.4% among 240,000. AID 1656;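 active = lipid droplet intensity inhibited by at least 50%, with more than 500 cells counted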
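Material – mouse AML12 hepatocyte cell line, fixed after treatment · Compound dosing – one dose, 6.5 µM compound · Times – compound with oleate, overnight · Measured by – Image-based BODIPY and DAPI two-channel analysis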
XIAP displacement: XIAP antagonists, biochemical, IAP family, fluorescence polarization (AID 1018) | XIAP BIR domain, fluorescence polarization peptide displacement; higher % means a stronger effect | hit rate 0.007% among 200,000 | displacement, % at 20 µM, or IC50 in µM where a hit was titrated; in the data active = displacement above about 50%; also: a part of the inactive calls stands beside numbers as strong as those of hits
Dynein transport: dynein cargo transport inhibition; 3617.4 mouse cells, GR-EGFP nuclear translocation imaging; test concentration mostly 20 µM; stimulated with dexamethasone, 1 µM; active compounds read low; z-score, hits read low; hit rate 0.47% among 220,000; AID 1381;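 active = plate z-score of nuclear minus cytoplasmic receptor signal below a set negative limit, without overly bright fluorescence or cell loss, cut at about -3.5 in these data, passing the limit was not always enough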;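 also: z-score of nuclear minus cytoplasmic ring GR-EGFP intensity difference per well; some compounds called inactive have numbers as strong as hits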
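Buffer or medium: tetracycline-free induction medium containing charcoal-stripped FBS / Reagent: dexamethasone agonist, 1.0 µM final, for 30 min / Technique: automated 10x imaging of fixed Hoechst-stained cells / Times: induction 48 h, compound 1 h, agonist 30 min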
ER stress rescue: rescue of cells from ER stress-induced death, primary screen, 384-well, CSM14.1, thapsigargin, ATP luminescence (AID 1222). 190,000 tested, under 10 active. one-dose cellular ATP content (survival), % at 20 µM; EC50 in µM for titrated hits. CSM14.1 thapsigargin-induced death rescue, ATP luminescence; higher % means a stronger effect;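 active = EC50 below 50 µM in the dose-response confirmation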;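 also: death triggered by thapsigargin at about 15 µM added after 2 h compound pretreatment; cell ATP read after overnight thapsigargin exposure of roughly 18 to 22 hours; normalized against plate controls of thapsigargin alone and 5% DMSO vehicle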
Autophagy HCS: modulators of autophagy; calls only at 10 µM (by protocol); MEF GFP-LC3 puncta imaging; test concentration mostly 10 µM; hit rate 0.98% among 190,000;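 active = percentage of spot-positive cells more than 3 SD above its plate mean, without a fluorescence outlier flag or 80% toxicity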;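 also: spot-positive cell cutoff set from DMSO-treated cells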
Ins promoter up: MIN6 insulin promoter up-regulation; MIN6 insulin promoter-GFP reporter, high-content imaging; active compounds read high; hit rate 0.3% among 190,000; z-score at 5 µM;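 active = z-score above 3 at 5 µM with at least 500 cells counted in the well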
bCat nuc transl: modulators of beta-catenin nuclear translocation. hit rate 0.3% among 190,000. nuclear translocation activity, % at 5 µM. HeLa beta-catenin nuclear translocation, immunofluorescence imaging;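 active = nuclear translocation activity above 50% at 5 µM, with a well cell count of 50 or more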;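 also: per-cell ratio of nuclear to cytoplasmic median beta-catenin stain intensity; plate controls were DMSO negative control for no effect and GSK-3 inhibitor IX positive control for full effect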
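Test system: human HeLa cells, native beta-catenin. Compound dosing: 5 µM primary single dose, 0.1% DMSO, 0.02–20 µM confirmation series. Incubation: compound exposure 24 h at 37°C. Detection: beta-catenin immunostaining with DAPI counterstain, 20x imaging, 6 fields/well. Read-out basis: Nuclear/cytoplasmic beta-catenin signal ratio, % activation.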
MT stabilize HCS: stabilizes microtubules in HeLa cells. hit rate 0.83% among 200,000. HeLa tubulin immunostaining HCS, 24 h; share of cells brighter than vehicle mean+2SD. % tubulin-high responders, % at 10 µM. AID 2205;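 active = plate Z-score above 3 for both tubulin-high and condensed-nucleus cell shares, with cell loss under 80%, at 10 µM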;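 also: anti alpha tubulin signal scored within the nucleus-defined area of each cell; some results filed as inactive read as strong as hits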
WT yeast gro inh: growth inhibition of WT yeast, mitochondrial fusion screen; mitochondrial fusion phenotypic screen, WT strain; inhibition, % at 10 µM; hit rate 2.1% among 190,000; AID 1362; in the data active = inhibition above about 58%; tested in S. cerevisiae
WT yeast gro inh mutant strain: also measured in WT yeast gro inh; calls as there; inhibition, %; mitochondrial fusion phenotypic screen, mutant strain inhibition
Dynein transport cytoplasmic EGFP: recorded beside Dynein transport, whose call it bears; z-score; measured here: cytoplasmic GR-EGFP intensity; active compounds read high
Dynein transport nuclear GR-EGFP: second read-out of Dynein transport, no call of its own (marks repeat the call); z-score; measured here: nuclear GR-EGFP intensity;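 lower value marks the stronger effect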
Dynein transport cell count: recorded beside Dynein transport, whose call it bears; z-score; measured here: cell count per field
Ins promoter up cell count: further read-out of Ins promoter up, marked with its call; cell count; measured here: cytotoxicity, nuclei count;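 total cells summed across four imaged fields per well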
Hep lipid drop cells 6.5 µM: further read-out of Hep lipid drop, marked with its call; cell count; measured here: cell count, cytotoxicity flag;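 cells counted across two imaged fields per well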
bCat nuc transl cell count 5 µM: also measured in bCat nuc transl; calls as there; cell count; measured here: cell count, cytotoxicity flag
MT stabilize HCS Hoechst-high %: second read-out of MT stabilize HCS, no call of its own (marks repeat the call); % Hoechst-high responders; measured here: nuclear condensation Hoechst responders;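 share of cells brighter than vehicle mean plus two SD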
MT stabilize HCS cytotoxicity %: recorded beside MT stabilize HCS, whose call it bears; toxicity, %; measured here: cytotoxicity by cell density;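 0% = mean cell density of plate MIN control wells and 100% = no cells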
Autophagy HCS cell loss 18 h: further read-out of Autophagy HCS, marked with its call; toxicity, %; measured here: cell loss, nuclei count;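 cell loss after 18 h compound exposure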
Numbers without * were called inactive; i = inactive; . = no result given. Rows are unselected; 4% or so of the library scored in one or more.

SMILES	Hep lipid drop	Hep lipid drop cells 6.5 µM	XIAP displacement	Dynein transport	Dynein transport cytoplasmic EGFP	Dynein transport nuclear GR-EGFP	Dynein transport cell count	ER stress rescue	Autophagy HCS	Autophagy HCS cell loss 18 h	Ins promoter up	Ins promoter up cell count	bCat nuc transl	bCat nuc transl cell count 5 µM	MT stabilize HCS	MT stabilize HCS Hoechst-high %	MT stabilize HCS cytotoxicity %	WT yeast gro inh	WT yeast gro inh mutant strain
Cn1c(C(=O)c2ccncc2)cc2ccccc21	16.9	885	.	0.446	-0.285	0.0645	-0.131	.	.	.	0.1	1071	0.4	1278	.	.	.	.	.
Cc1ccc(Nc2nnns2)cc1C	1.9	707	-3.5%	-0.217	-0.192	-0.236	0.483	-1.5%	i	8.6	-1.46	1293	.	.	3.2	3.2	9.7	4.8	0.3
COc1cc(OC)c(OC)cc1/C=N/NC(=O)CC1C(=O)NN=C1C (stereo not drawn)	-38.4	593	-3.1%	1.02	-0.17	1.21	-0.124	-0.7%	i	-28.5	0.9	1918	0.6	1048	2.1	1.4	9.5	2.5	-12.7
COc1cc(C2N(c3cc(C)on3)C(=O)C3CCCN32)cc(OC)c1OC (stereo not drawn)	.	.	-5.6%	1.09	-0.198	0.842	0.0425	2.1%	i	13.8	.	.	.	.	11.1	1.1	7.8	8.6	16.8
O=C(NC(=S)Nc1ccc(Cl)cn1)C(c1ccccc1)c1ccccc1	.	.	-5.1%	0.711	-0.235	0.0446	-0.286	-0.8%	i	-14.6	1.45	1330	0.8	1391	36.0*	21.7*	60.1*	72.5*	67.1*
CCCc1c(C(=O)Nc2cc(C)on2)cnn1-c1ccccc1	1.6	689	.	0.304	-0.212	0.144	0.165	.	.	.	1.21	1476	0.0	1320	.	.	.	.	.
CC(C)OC(=O)CSc1nnc(-c2cccnc2)n1Cc1ccccc1	-31.1	602	-15.8%	0.114	-0.215	0.426	0.703	.	i	6.1	0.1	1212	-0.4	1125	1.6	1.7	16.5	-13.2	-47.5
O=C(c1ccccc1C(=O)N(c1ccccc1)c1ccccc1)N1CCCCC1	-0.3	714	-8.3%	1.06	-0.229	0.201	-0.527	10.4%	i	-12.0	0.04	1438	-2.1	966	1.2	2.1	7.5	24.9	-1.6
COc1ccc(-c2cn3ccc(C)cc3n2)cc1	-1.3	724	.	0.319	-0.198	0.585	-0.445	.	.	.	0.26	1080	-0.5	1302	.	.	.	.	.
COC(=O)CN1C(C)=Nc2ccc(C)cc2C1c1ccccc1 (stereo not drawn)	9.8	720	-4.9%	-0.0468	-0.0675	0.404	-0.145	-1.2%	i	-19.4	-0.76	1563	2.4	989	3.3	0.6	8.9	-8.2	-14.8
O=S(=O)(NCCSc1ccccn1)c1ccc(Cl)cc1	.	.	-1.5%	-0.776	0.0459	-0.643	0.883	-2.3%	i	0.1	-0.18	1291	-0.6	579	2.5	2.3	6.7	-0.5	-6.9
O=C(NCc1ccccc1)c1ccc(Cl)cc1[N+](=O)[O-]	.	.	-1.1%	-0.0442	-0.163	-0.303	-0.47	-0.7%	i	-1.6	.	.	.	.	2.2	1.6	1.4	2.1	7.3
COC(=O)c1ccccc1NC(=O)CSc1nccn1C	.	.	0.0%	-0.0358	0.171	0.691	-0.886	0.6%	i	4.8	1.53	1422	-2.2	630	2.6	4.4	10.1	-0.9	-3.4
CSCC[C@@H](C(=O)O)N1Cc2ccccc2C1=O	.	.	48.7%	-0.274	-0.0822	-0.0616	-0.546	-0.5%	i	7.7	0.33	881	.	.	2.1	2.7	1.7	5.1	3.9
CN=C(Nc1ccc(C(=O)OC)cc1)SC1CC(=O)N(c2ccccc2F)C1=O (stereo not drawn)	0.6	618	-9.9%	0.312	-0.198	-0.0426	-0.949	-2.5%	i	13.6	0.57	1780	-0.5	1043	3.3	1.8	5.2	-0.8	-53.1
Cc1ccc(OCc2cn3cccnc3n2)cc1	1.9	517	-3.0%	0.285	-0.341	-0.047	0.284	-4.4%	i	3.0	0.86	1131	1.8	934	3.1	2.1	2.5	9.1	17.3
O=C1NC(=S)S/C1=C/c1ccc(Oc2cnccn2)cc1	1.1	643	-6.7%	1.35	-0.313	0.671	-1.4	1.3%	i	4.9	-1.68	1413	-2.4	1077	1.3	2.4	4.0	-3.1	-5.4
COc1cccc(NC(=O)C(OC(=O)c2ccc([N+](=O)[O-])o2)c2ccccc2)c1 (stereo not drawn)	23.9	707	-7.7%	-0.697	0.668	-0.376	0.192	-1.9%	i	0.5	0.36	1303	.	.	2.0	2.2	5.1	5.1	3.9
Cc1ccc(NC(=O)CSc2nnc(C3CCCCC3)n2N)cc1F	.	.	-6.5%	-0.309	-0.18	-0.00155	0.767	-1.6%	i	5.1	.	.	-6.3	996	1.8	1.7	4.9	-3.9	9.6
CC(=O)c1cc(F)ccc1OCC(=O)N1CCN(c2ccc(F)cc2)CC1	0.6	666	-0.5%	-1.13	0.00968	-0.782	0.616	-0.7%	i	18.2	-0.42	1315	-1.1	1044	2.1	1.5	1.6	3.4	-17.3
COc1ccc(/C=c2/sc3n(c2=O)NC2(c4ccccc4)N(C)C(=O)N(C)C2(c2ccccc2)N=3)cc1 (stereo not drawn)	-20.6	768	-4.9%	-0.113	-0.35	0.271	0.724	-1.3%	i	-10.9	1.96	796	.	.	1.4	1.2	7.4	12.3	8.0
COC(=O)c1cc(NC(=O)c2nccnc2C(=O)O)cc(C(=O)OC)c1	.	.	0.5%	0.186	-0.146	0.119	-0.138	-1.1%	.	.	-1.23	928	.	.	1.9	2.0	4.8	10.2	7.2
COC(=O)CSc1nc2ccc(NC(=O)CSc3nnnn3Cc3ccccc3)cc2s1	.	.	-3.7%	-0.929	0.25	-0.18	2.83	-0.2%	i	-60.4	-0.14	1435	-2.2	951	2.8	1.3	0.4	-1.3	-32.2
O=S(=O)(Nc1ccccc1N1CCOCC1)c1ccc(Cl)s1	.	.	-3.7%	-1.08	-0.216	-0.218	1	0.1%	i	18.5	1.1	1274	-1.8	907	2.5	2.7	8.7	-4.4	7.5
Cc1nc(NC2=NCN(Cc3ccco3)CN2)nc2ccccc12	.	.	1.8%	.	.	.	.	-1.4%	.	.	0.12	1127	0.9	1114	.	.	.	.	.
CC(C)c1nc(SCC(=O)c2ccc(F)cc2)c2ccccc2n1	-0.7	723	-1.0%	-0.251	0.435	-0.0874	-0.554	2.3%	i	4.6	-0.34	1459	1.0	1515	5.3	2.0	4.6	9.1	25.5
CCCCN1C(=O)/C(=C2\SC(N3CCCCC3)=NC2=O)c2ccccc21	.	.	0.0%	0.094	-0.229	0.0594	0.382	-0.7%	i	-15.7	-4.74	837	-5.0	1082	0.9	1.7	13.7	46.8	16.8
O=C(CSc1nnc(-c2ccccc2O)o1)N1CCc2ccccc2C1	-1.1	771	-3.0%	0.606	-0.216	0.703	-0.34	-2.5%	i	8.5	0.06	932	-5.2	1188	0.9	1.0	6.5	-1.6	5.5
Cc1ccc(C(=O)OC2CCCN(C)C2)cc1 (stereo not drawn)	17.4	744	-6.7%	-0.834	-0.377	-0.31	1.56	-1.1%	i	-12.9	-0.29	1581	0.0	944	3.8	1.8	6.8	-13.6	-3.3
COc1ccc(OC)c(NC(=O)CSc2ccc3ccccc3c2)c1	.	.	-5.0%	-0.344	-0.293	-0.103	0.0663	-1.1%	i	6.0	-0.67	1565	1.7	1401	3.3	1.1	6.8	33.5	15.9
Cc1ccc(C(=O)Nc2nc(C(C)(C)C)cs2)s1	25.1	781	-3.0%	1.01	0.266	0.657	-0.964	1.1%	i	14.0	.	.	-1.3	1095	3.5	1.3	14.3	43.1	19.9
O=C(NC1CCCC1)c1cc2nc(-c3ccccc3)cc(-c3ccccc3)n2n1	1.7	642	.	-0.331	-0.233	0.59	-0.589	.	.	.	-0.66	918	-0.9	1313	.	.	.	.	.
NC(=O)C1=C[C@@H](c2ccc(Br)cc2)C[C@@H](OCc2ccc(CO)cc2)O1	-8.7	652	-2.2%	-0.177	-0.3	0.179	0.0401	2.4%	i	-2.0	0.1	1427	-0.5	1146	4.1	1.4	6.7	-9.2	-3.0
Cc1cccc(Nc2nnc(SCC3CCCCO3)s2)c1 (stereo not drawn)	32.5	659	-14.5%	0.606	-0.26	0.257	-0.148	0.4%	i	2.0	-0.22	1491	-0.3	1091	2.1	3.6	6.9	21.7	4.0
Cc1ccnc(NC(=O)Cc2ccc(F)cc2)n1	-27.4	625	.	0.489	-0.25	1.26	-1.24	.	.	.	1.25	965	-1.5	1335	.	.	.	.	.
CCN1C/C(=C\c2cccc(C)c2)c2nc3ccccc3c(C(=O)O)c2C1	.	.	-6.8%	0.0692	-0.14	0.0325	-0.257	0.6%	i	33.4	0.23	1462	-0.7	1438	1.6	1.3	9.7	13.0	26.8
CSC1=NCCN1S(=O)(=O)c1ccc(C)cc1	21.7	727	-4.3%	-0.797	-0.23	-0.489	0.048	2.9%	i	-5.0	0.08	1218	-2.6	1087	2.4	3.0	7.4	-7.1	-26.1
